Screening data from PubChem.
TSHR antagonist – blocks TSH signaling through the human TSH receptor; actives 0.2% (n = 330,000); TSHR-expressing cells, TSH-stimulated cAMP HTRF, 2 h; stronger effect = lower value; P16473; AID 504810; activity change, negative = inhibition, % at 11.5 µM;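 active = activity change below a set negative limit, meaning inhibition stronger than a set level, cut at about -70% in these data; inconclusive = activity change between two set negative limits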; note: % is set by controls: 0 for no effect and ±100 for the full control effect
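Read-out is FRET at 665 nm (cryptate excitation 337 nm) from a cryptate-tagged anti-cAMP antibody, competed by cell cAMP against cAMP-d2. Compounds are tested on freshly harvested TSHR cells challenged with 4nM TSH (EC80) for 2 hours at 37 deg C.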
TSG101-PTAP inh – blocks PTAP/TSG101 interaction to inhibit HIV-1 budding. Fluorescence polarization, FITC-PTAP peptide / Tsg101 binding. AID 493005. 340,000 tested, under 10 active. Potency, µM (top dose mostly 115 µM), for inactives: at the top dose activity change, negative = inhibition, most hits filed as inhibitors; active = well fitted inhibition curve with a large enough effect in the main read-out, with a control signal flat, not every such curve was filed as active; inconclusive = small, poorly fitted or top-dose-only effect, or effect the other way, or a change in a side signal; inactive = no such curve, though single readings can be large or run the other way; note: potency is the fitted concentration of half-maximal effect; % of control where 0% means no effect
Target sequence (Q99816 whole entry, looked up): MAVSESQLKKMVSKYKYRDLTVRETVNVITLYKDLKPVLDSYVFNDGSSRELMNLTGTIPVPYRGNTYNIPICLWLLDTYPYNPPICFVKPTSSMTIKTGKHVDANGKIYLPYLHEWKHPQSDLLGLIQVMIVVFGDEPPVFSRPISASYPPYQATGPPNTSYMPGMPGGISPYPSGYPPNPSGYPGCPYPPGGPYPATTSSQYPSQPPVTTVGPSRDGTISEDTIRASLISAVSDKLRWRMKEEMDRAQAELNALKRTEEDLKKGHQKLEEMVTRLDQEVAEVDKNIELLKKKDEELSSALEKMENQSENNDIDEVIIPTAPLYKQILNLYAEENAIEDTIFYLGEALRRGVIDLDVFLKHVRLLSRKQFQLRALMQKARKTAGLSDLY
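Steps: Tsg101 binding domain dispensed (10 uM final), compounds pinned in DMSO, FITC-labeled PTAP-motif peptide added (50 nM final); after 20 min binding at room temperature, polarization measured.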
Mito fusion yeast – mitochondrial division inhibition or fusion activation | AID 485298 | S. cerevisiae fusion-defective mutant growth rescue, CellTiterGlo 48 h | actives 0.23% (n = 320,000) | Potency, µM (top dose mostly 46.1 µM), for inactives: at the top dose growth rescue (activation), hits mostly activators;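 note: potency is the fitted concentration of half-maximal effect; % of control where 0% means no effect; nearly all actives have a fitted effect of over 45% in size; temperature-sensitive fusion mutants such as fzo1-1 at 37 °C on non-fermentable ethanol glycerol medium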
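Growth-rescue viability read-out: after 48 h at the non-permissive 37C in glycerol/ethanol YPEG, yeast mitochondrial fusion mutants are measured by CellTiterGlo luminescence; compounds (23 nl pinned per well) restoring growth score as division inhibitors or fusion activators.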
Eya2 phos inh – blocks the phosphatase activity of human Eya2; O00167; recombinant Eya2, OMFP fluorescence dephosphorylation (OMFP is methylfluorescein phosphate); Potency, µM (series often up to 76.9 µM), for inactives: at the highest dose activity, negative = inhibition, hits mostly inhibitors; AID 488837; actives 0.006% (n = 330,000); note: potency is the fitted concentration of half-maximal effect; % is set by controls: 0 for no effect and ±100 for the full control effect
Target sequence (O00167 whole entry, looked up): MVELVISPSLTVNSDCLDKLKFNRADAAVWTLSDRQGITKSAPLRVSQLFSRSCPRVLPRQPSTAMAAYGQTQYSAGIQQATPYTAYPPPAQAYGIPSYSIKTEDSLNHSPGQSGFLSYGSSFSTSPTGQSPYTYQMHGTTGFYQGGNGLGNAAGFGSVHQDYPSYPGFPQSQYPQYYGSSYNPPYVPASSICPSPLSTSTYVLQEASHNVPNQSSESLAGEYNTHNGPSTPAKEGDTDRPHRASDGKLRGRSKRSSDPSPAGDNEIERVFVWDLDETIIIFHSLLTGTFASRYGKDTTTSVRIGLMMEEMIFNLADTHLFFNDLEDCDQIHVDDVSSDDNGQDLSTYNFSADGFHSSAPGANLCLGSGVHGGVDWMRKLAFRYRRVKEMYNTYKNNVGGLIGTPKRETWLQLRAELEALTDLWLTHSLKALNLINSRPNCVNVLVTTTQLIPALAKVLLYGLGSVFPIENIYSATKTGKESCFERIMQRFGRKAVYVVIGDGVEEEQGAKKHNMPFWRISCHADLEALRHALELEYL
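Eya2 (0.2 uM) preincubated 10 min at ambient with compound, then OMFP substrate added at 50 uM; 10 min reaction in 50 mM HEPES pH 7.5, 50 mM NaCl, 5 uM MgCl2, 0.05% BSA, 1 mM DTT. Fluorescence read at Ex 485/Em 525 nm.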
S-ASM inh – inhibitors of human secretory acid sphingomyelinase; actives 0.006% (n = 340,000); Potency, µM (highest dose often 57.5 µM), for inactives: top-dose activity change, negative = inhibition, usual class: inhibitors; placental ASM, HMU-PC fluorogenic substrate, 60 min; AID 504937; P17405; note: potency is the fitted concentration of half-maximal effect
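HMU-PC0 cleavage (9 uM final) by human placental ASM, 60 min at 37 °C following 10 min compound exposure at RT; stopped at pH 10, fluorescence Ex 386/Em 447 nm.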
BCR signal inh – chronic active BCR signaling inhibition. Potency, µM (titrated, usually from 46.1 µM), inactives show top-dose ratio change, negative = lower green/red ratio, actives largely listed as inhibitors. actives 0.05% (n = 340,000). AID 493014. ABC-DLBCL IkBa-CBG/CBR reporter, luminescence ratio, 4 h; active = well fitted inhibition curve with a large enough effect in the signal ratio, with a control signal flat, not every such curve was filed as active; inconclusive = small, poorly fitted or top-dose-only effect, or effect the other way, or a change in a side signal; the % refers to the signal ratio;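 note: potency is the fitted concentration of half-maximal effect; plate controls were basal doxycycline-induced cells for no effect and cells given 10 µM MG132 for full effect; MG132 reads +100%, hits lower the ratio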
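Doxycycline induced both beetle luciferases in TMD8 lymphoma cells; IKK-driven degradation limits the IkappaBalpha-fused green signal, while red luminescence normalises for cell number and nonspecific effects. Compounds tested up to 46 uM, 4 hrs.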
Tb PFK block – inhibitors of T. brucei phosphofructokinase; O15648; T. brucei PFK, ADP-Glo luminescence; Potency, µM (doses to about 57.5 µM), for the others: at the highest dose activity, negative = inhibition, usual class: inhibitors; actives 0.17% (n = 330,000); AID 485367;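 note: potency is the fitted concentration of half-maximal effect; 0% = uninhibited 1x PFK enzyme wells and -100% = no-enzyme wells; nearly all actives have a fitted effect of over 60% in size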
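In TEA buffer at pH 8.0 with 5 mM MgCl2, enzyme (1.25 nM) converted F6P (0.5 mM) and ATP (0.1 mM) for 45 min at room temperature. ADP product was read by luciferase luminescence.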
TCR act – activates T cell receptor signaling | Potency, µM (titrated, usually from 9.22 µM), inactives show top-dose activation of IL-2 secretion, actives largely listed as activators | AID 504894 | 330,000 tested, under 10 active | primary human leukocytes, anti-CD3, IL-2 HTRF, 48 h; note: % of control where 0% means no effect
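HTRF read-out of IL-2 secretion: europium cryptate donor excited at 320nm, d2 acceptor emission at 665nm. Cells were primary human leukocytes incubated 48 hr with compounds and a-CD3 beads, supplying TCR signal only.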
A-T KAP1 phos – candidate therapy for ataxia-telangiectasia; […] A-T fibroblasts, KAP-1 phosphorylation AlphaLISA; neocarzinostatin DNA damage 30 min before lysis; Potency, µM (top dose mostly 57.5 µM), without a hit: at the top dose activation, actives largely listed as activators; actives 0.19% (n = 320,000); AID 485349; note: potency is the fitted concentration of half-maximal effect; % of control where 0% means no effect; nearly all actives have a fitted effect of over 45% in size
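hTERT-immortalized A-T patient fibroblasts ([…]), 500 cells/well in OPTI-MEM, 1% FBS, got compounds for 60 min, then NCS for 30 min at 37C. Lysates were then assayed for phospho-KAP-1 by AlphaLISA (anti-pKAP1 donor, anti-KAP1 acceptor beads), 6 hr at 25C.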
a7 integrin act – activators of alpha7 integrin expression for muscular dystrophy; alpha7betagal myoblasts, beta-gal FDG fluorescence, 48 h; Potency, µM (titrated, usually from 38.3 µM), for the others: at the highest dose activation, actives largely listed as activators; actives 0.064% (n = 350,000); AID 624291;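 note: potency is the fitted concentration of half-maximal effect; 100% = response of the positive control SU9516; nearly all actives have a fitted effect of over 60% in size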
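alpha7betagal+/- myoblasts (passage 13, 250/well) treated 48 h at 37C with compounds at 1:260 dilution of DMSO stock. Lysed, then beta-galactosidase activity read as FDG fluorescence (ex 480/em 540) after 30 min, with pre-read for autofluorescence.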
ELG1 repair inh – ELG1-dependent DNA repair inhibition; HEK293T ELG1-luciferase reporter, luminescence, 16 h; DNA damage induced by 5-fluorouridine; Potency, µM (series often up to 46.1 µM), inactives show top-dose activity change, negative = inhibition, actives largely listed as inhibitors; actives 2.3% (n = 330,000); note: potency is the fitted concentration of half-maximal effect; % is set by controls: 0 for no effect and ±100 for the full control effect; nearly all actives have a fitted effect of over 55% in size
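Overnight (16 hr) co-exposure of 2,000 cells/well to 5-fluorouridine and compound at 37 °C preceded detection. Luciferase was quantified via ONE-Glo luminescence; loss of signal denotes inhibition.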
Numbers without * were called inactive; ? = inconclusive; . = no result given; [ ] = dose if it differs, or a comment. Unless noted, calls come from the whole dose curve; as a rule, active = well fitted curve in the direction sought with a large enough effect; inconclusive = small, poorly fitted or top-dose-only effect, or another doubt; inactive = no such curve, though single readings can be large; an effect the other way counts as inactive or inconclusive.

SMILES	TSHR antagonist	TSG101-PTAP inh	Mito fusion yeast	Eya2 phos inh	S-ASM inh	BCR signal inh	Tb PFK block	TCR act	A-T KAP1 phos	a7 integrin act	ELG1 repair inh
CC1CCCC(C)N1C(=O)c1cccc2c1-c1ccccc1/C2=N/O (centres undefined)	24.2	-1.5%	?	-3.4%	-1.6%	?	-8.3%	-4.0%[46.1 µM]	.	24.5%	20.6µM*
COCCN1CCN(C(=O)C2CCC(=O)N(Cc3cccc(C(F)(F)F)c3)C2)CC1 (centres undefined)	8.2	.	-1.9%	2.0%	3.1%	0.4%	1.9%	-3.5%	13.2%	-11.6%	8.8%
c1ccc(-c2ccncc2)nc1	-22.6	-4.7%	-13.9%	8.1%	0.3%	0.8%	0.6%	1.0%	2.7%	3.7%	20.7%
COc1ccc(CC(=O)N2CCN=C2SCc2cccc([N+](=O)[O-])c2)cc1	-19.7	-4.4%	-2.5%	-15.5%	-0.5%	?	-11.8%	-0.4%	2.9%	-15.9%	?
Cc1ccc(C2C(=O)N(C3CCCC3)CC(=O)N2C2CCCCC2)cc1 (centres undefined)	-0.6	-3.1%	4.2%	20.8%	-0.8%	?	-3.8%	4.3%	1.2%	1.7%	4.8%
Cc1[nH]c(=O)[nH]c(=O)c1/C=N/NC(=O)[C@H](C)NC(=O)OC(C)(C)C	15.7	0.0%	-0.4%	-1.4%	1.6%	12.7%	0.6%	-1.4%	-8.8%	7.1%	3.8%
COc1ccc(-n2nc(C(=O)NCC(=O)N3CC(C)CC(C)C3)c3ccccc3c2=O)cc1OC (centres undefined)	-4.7	0.3%	2.3%	-10.5%	0.3%	1.5%	-2.7%	7.2%	-0.3%	?	?
C[N+](C)=C1SCC(C)(/C=N/O)S1 (centres undefined)	-9.5	-3.9%	10.7%	6.2%	5.9%	-23.3%	-1.9%	6.9%	-7.7%	?	4.1%
Cc1c(F)cccc1NS(=O)(=O)c1ccc2c(c1)n(C)c(=O)c(=O)n2C	-3.0	-13.2%	1.3%	-4.3%	-1.1%	2.2%	-0.2%	0.0%	-1.4%	-5.9%	-0.2%
CCN1C(=O)/C(=C\c2ccncc2)SC1=Nc1ccc(C)c(C)c1	31.6	-1.6%	0.0%	0.1%	-23.8%	0.1%	-0.6%	-5.2%[46.1 µM]	2.5%	-29.0%	?
COc1ccc(N2C(=O)CC(Sc3nc(C)cc(C)c3C#N)C2=O)cc1 (centres undefined)	2.4	-3.8%	5.4%	5.4%	-1.4%	-20.6%	-3.9%	-0.4%[46.1 µM]	1.6%	-21.5%	?
Cc1ccc(NC(=O)Nc2ccc3c(c2)CCC3)cc1C	13.7	-0.8%	-0.7%	8.1%	-5.7%	?	-3.2%	0.4%	7.1%	-36.3%	?
CCC(CC)c1nnc(NC(=O)CCc2ccccc2)s1	-2.1	1.0%	4.4%	1.5%	-1.3%	-0.7%	1.0%	0.3%	3.8%	4.4%	8.1%
O=C(NC1=NCCS1)c1nc(-c2ccccc2)n(-c2ccccc2)n1	-2.8	-2.2%	-2.2%	-30.3%	-1.0%	?	8.7%	-4.1%	-1.3%	26.0%	-0.1%
O=C(CCC(=O)c1ccc(F)cc1)Nc1ccccc1Cl	1.9	-3.4%	-3.6%	4.5%	8.5%	?	-2.7%	2.1%[46.1 µM]	13.1%	-45.4%[inhibitor]	?
COc1ccc(S(=O)(=O)Nc2ccc(CC#N)cc2)cc1	-5.5	0.4%	0.2%	3.3%	1.6%	-1.7%	-1.5%	-5.0%	3.3%	25.7%	-1.7%
Clc1ccc(Cc2ccccc2)nn1	9.2	-2.4%	-3.5%	0.9%	-0.5%	2.6%	-5.9%	-44.3%	-1.3%	5.6%	7.3%
CN(Cc1ccccc1)C(=O)c1ncn(C)c1C(=O)N(C)Cc1ccccc1	31.8	.	-2.3%	-1.2%	6.2%	0.4%	1.8%	4.8%	-12.0%	3.8%	?
COc1ccc(NC(=S)NCCc2c[nH]c3ccc(OC)cc23)c(OC)c1	-6.6	-5.3%	-1.1%	-4.1%	-7.3%	-16.0%	-0.6%	-6.2%	-3.7%	-3.8%	?
O=S(=O)(c1ccccc1F)N1CCN(c2nc3ccccc3s2)CC1	3.5	1.8%	4.4%	-4.1%	-5.0%	4.7%	-3.8%	1.3%	-1.5%	?	?
CCOc1ccc(N2C(=O)C3CCCN3C2=O)cc1 (centres undefined)	2.9	0.2%	-2.0%	-0.6%	2.1%	0.9%	11.1%	-4.0%	0.6%	15.9%	17.0%
CCCNC(=O)NNC(=O)c1ccc(F)cc1	-7.2	-7.2%	-17.2%	3.5%	2.6%	-8.0%	?	-18.0%	4.3%	8.4%	3.3%
CCCCOC(=O)c1ccccc1N1C(=O)C2C3CCC(C3)C2C1=O (centres undefined)	11.8	-2.1%	13.9%	1.0%	4.4%	5.4%	-5.4%	-2.3%[46.1 µM]	-19.6%	-3.4%	-12.8%
CC1(OC(=O)CCc2ccccc2)C(=O)C=C2C=C(c3ccc(C#N)cc3)N(CCc3c[nH]c4ccccc34)C=C2C1=O (centres undefined)	-12.1	-0.5%	8.2%	1.9%	16.7%	12.8%	-4.1%	3.1%	-6.5%	-28.2%	-1.8%
CC(Nc1ccccc1)c1cc(Cl)ccc1O (centres undefined)	5.8	-1.7%	-0.1%	-24.4%	-0.7%	0.1%	-12.3%	1.9%[46.1 µM]	1.7%	10.7%	-3.2%
SMILES	TSHR antagonist	TSG101-PTAP inh	Mito fusion yeast	Eya2 phos inh	S-ASM inh	BCR signal inh	Tb PFK block	TCR act	A-T KAP1 phos	a7 integrin act	ELG1 repair inh
COC(=O)c1ccccc1N(C)S(=O)(=O)c1cc2c(cc1C)OCC(=O)N2	5.6	-1.5%	5.8%	-14.3%	-0.5%	17.4%	3.3%	0.0%	-0.7%	-38.8%	4.3%
Cc1cc(C)nc(CCNC(=O)c2cc(COc3c(F)cccc3F)on2)n1	-6.6	-2.4%	-1.9%	-1.7%	-0.1%	0.1%	-4.0%	3.8%	1.7%	-39.1%	4.9%
O=C(O)c1ccc(NC(=O)C2CCCCC2)cc1	8.1	-4.6%	2.9%	10.0%	2.9%	2.2%	-3.1%	2.9%	6.6%	3.1%	7.2%
Cc1nnc(Sc2c(-c3ccccc3)c3ccc(Cl)cc3[nH]c2=O)s1	-14.5	-9.7%	-1.2%	-15.3%	25.2%	0.3%	-2.3%	14.9%	-2.5%	0.0%	5.6%
Cc1ccc(-c2csc(NC(=O)C3=COCCO3)n2)cc1	0.1	0.3%	-3.9%	-3.5%	-10.3%	14.9%	0.6%	4.2%[46.1 µM]	0.9%	2.9%	?
O=C(O)CCC(=O)Nc1sc2c(c1C(=O)NCc1ccccc1)CCCC2	4.7	-1.0%	2.0%	5.1%	7.0%	3.8%	8.6%	2.9%	-28.7%	0.0%	-6.9%
COC(=O)[C@]1(C)N[C@H](CN(C)S(=O)(=O)c2ccc(C)cc2)[C@@H]2C(=O)N(C)C(=O)[C@@H]21	-11.5	-0.4%	.	-20.0%	-1.9%	2.9%	3.5%	3.8%	17.9%	28.4%	6.5%

Ordered by the number under Tb PFK block (ascending): 3 from the list above.
molecule | Tb PFK block
Cc1cc(C)nc(CCNC(=O)c2cc(COc3c(F)cccc3F)on2)n1 | -4.0%
O=C(O)c1ccc(NC(=O)C2CCCCC2)cc1 | -3.1%
Cc1ccc(-c2csc(NC(=O)C3=COCCO3)n2)cc1 | 0.6%
